DT40 TDP1 CPT: qHTS for Inhibitors of human tyrosyl-DNA phosphodiesterase 1 (TDP1): qHTS in cells in presence of CPT | chicken DT40 Tdp1-/-;hTDP1 cells + 20 nM CPT, ATP luminescence, 48 h | Potency, µM (doses to about 46.2 µM), for the others: at the top dose activity change, negative = growth inhibition, most hits filed as inhibitors | hit rate 12% among 420,000 | AID 686979, 2013; further: nearly all actives have a fitted effect of over 55% in size
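Cell growth measured by CellTiter-Glo luminescence after a minimum 48 h, 37 C compound exposure with 20 nM CPT in Tdp1-knockout DT40 cells stably expressing hTDP1, seeded 400/well; qHTS titration format.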
DT40 TDP1 no CPT: qHTS for Inhibitors of human tyrosyl-DNA phosphodiesterase 1 (TDP1): qHTS in cells in absence of CPT; Potency, µM (doses to about 46.2 µM), for the others: top-dose activity change, negative = growth inhibition, actives largely listed as inhibitors; hit rate 15% among 420,000; DT40 Tdp1-/- hTDP1 cells, no CPT, ATP luminescence, 48 h; further: nearly all actives have a fitted effect of over 55% in size
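Chicken DT40 Tdp1-/- cells stably complemented with human TDP1 were seeded at 400 cells/well with DMSO in place of 20 nM camptothecin. After compound pinning, cells grew at least 48 hr at 37 °C; viability read by CellTiter-Glo luminescence.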
TDP1 inh: qHTS Assay for Inhibitors of Tyrosyl-DNA Phosphodiesterase (TDP1); AID 485290, 2010; hit rate 0.28% among 350,000; Potency, µM (highest dose often 130 µM), without a hit: at the highest dose activity change, negative = inhibition, usual class: inhibitors; Tyrosyl-DNA phosphodiesterase 1 (Homo sapiens), Q9NUW8; recombinant TDP1, AlphaScreen DNA substrate cleavage; further: nearly all actives have a fitted effect of over 40% in size
Target sequence (Q9NUW8 whole entry, looked up): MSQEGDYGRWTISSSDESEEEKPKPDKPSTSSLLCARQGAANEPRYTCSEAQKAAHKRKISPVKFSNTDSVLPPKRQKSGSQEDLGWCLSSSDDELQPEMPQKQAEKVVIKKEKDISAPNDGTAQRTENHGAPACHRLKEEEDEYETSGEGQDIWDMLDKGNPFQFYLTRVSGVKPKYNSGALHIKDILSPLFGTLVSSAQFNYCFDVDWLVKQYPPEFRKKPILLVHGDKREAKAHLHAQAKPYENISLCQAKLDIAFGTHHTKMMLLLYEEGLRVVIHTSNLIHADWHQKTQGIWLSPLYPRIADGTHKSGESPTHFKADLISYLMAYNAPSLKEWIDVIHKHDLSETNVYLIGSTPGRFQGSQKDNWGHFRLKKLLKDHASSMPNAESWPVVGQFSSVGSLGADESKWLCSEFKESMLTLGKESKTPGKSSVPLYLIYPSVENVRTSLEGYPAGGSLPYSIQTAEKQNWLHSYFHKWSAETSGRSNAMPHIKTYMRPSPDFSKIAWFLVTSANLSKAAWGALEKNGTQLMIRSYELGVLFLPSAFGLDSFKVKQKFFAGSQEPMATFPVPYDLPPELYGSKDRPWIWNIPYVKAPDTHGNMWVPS
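Recombinant E. coli-expressed Tdp1 (1 nM) preincubated with compound 15 min at RT, then 5'-biotin/3'-phosphotyrosine-FITC DNA substrate (15 nM) added for 5 min. AlphaScreen beads (10 ug/ml) added, 10 min RT; tyrosine-FITC cleavage read as signal loss.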
* = called active by the depositor; ? = inconclusive; · = no result given; & = joins results of further samples; [ ] = dose if it differs, or a comment. The call rests on the fitted dose curve; in most records, active means well fitted curve in the direction sought with a large enough effect; inconclusive means small, poorly fitted or top-dose-only effect, or another doubt; inactive means no such curve, though single readings can be large; an effect the other way counts as inactive or inconclusive. On the % scale 0 is the no-effect control and ±100 the full control effect; potency means the concentration at half of the fitted maximal effect.

SMILES	DT40 TDP1 CPT	DT40 TDP1 no CPT	TDP1 inh
O=C1C2CCCN2C(=O)N1CCCN1CCN(c2cccc(Cl)c2)CC1 (configuration not stated)	-5%	?	3%
CC(=O)N1CCN(C(=O)c2ccc(S(=O)(=O)Nc3ccccc3Cl)cc2)CC1	10%	-13%	·
O=C(CSc1nnc(C2CC2)n1-c1ccccc1)Nc1ccc(N2CCOCC2)cc1	-13%	-13%	0%
O=c1cc(CN(Cc2ccccc2)Cc2ccccc2)c2ccccc2o1	?	?	·
COCC(=O)N/N=C/c1c(C)[nH]n(-c2ccccc2)c1=O	18µM*	16µM*	3%
CC1(C)CC(NS(=O)(=O)OCC(Cl)(Cl)Cl)c2cc(C#N)ccc2O1 (configuration not stated)	?	?	·
CC1CN=C2C(C(=O)Nc3ccccc3)=C(O)CC(c3ccccc3)N21 (configuration not stated)	?	23µM*	3%
CCC(=O)N1CCc2cc(CNC(=O)Nc3ccc(OC)cc3OC)ccc21	-7%	-8%	7%
Clc1ccc(Cn2c3c(c4ccccc42)CCc2cc4ccccc4nc2-3)cc1	0%	-7%	-14%
COc1cc(/C=N/Nc2nn3cnnc3c3ccccc23)ccc1O	7.3µM*	?	6%
CCOC(=O)CNC(=O)C12CC3CC(C1)CC(c1ccc(C)cc1)(C3)C2	1%	7%	6%
N#Cc1nc(N2CCOCC2)nc(N2CCOCC2)n1	18µM*	26µM*	-7%&-3%
CN(C)CCCNc1nc2sc3c(c2c(=O)n1CCc1ccccc1)CCCCC3	?	16µM*	3%
O=C(CCC(=O)OCc1ccc([N+](=O)[O-])cc1Cl)Nc1ccccc1	-16%	-11%	1%
CCOC(=O)CC(NC(=O)Cn1nnc(-c2ccccc2F)n1)c1ccc(OC)cc1 (configuration not stated)	-22%	?	5%
O=C(CSC1=NCCS1)NCc1ccco1	13µM*	12µM*	9%
C(=C\c1ccccc1)/CNn1cnnc1	8%	-8%	0%
COc1ccc(N2CCN(CCCNC(=O)Cn3c(-c4cccs4)cc4ccccc43)CC2)cc1	18µM*	23µM*	10%
CCn1cc(/C=N\NC(=O)Cc2ccc(Cl)cc2)cn1	10%	7%	2%
NC(=O)c1cc(C(=O)c2ccccc2Cl)c[nH]1	-3%	-16%	5%
O=C(NC1CCCC1)C1C(c2ccccc2)=Nc2ccccc2N1C(=O)c1cc(Cl)cc(Cl)c1 (configuration not stated)	18µM*	29µM*	·
O=C(NCCCn1ccnc1)c1cc2ccccc2oc1=O	-1%	1%	-2%
Cc1ccc(C(=O)CSc2nc(C)cc(=O)[nH]2)cc1	?	-22%	8%
COC(=O)c1ccc(NC(=O)C2CC(=O)OC2c2ccccc2)cc1 (configuration not stated)	-7%	-27%	·
O=C(O)CCc1ccc(-c2cccs2)n1-c1ccc(C(=O)O)cc1	3%	-15%	-9%

Additional records follow.
SMILES	DT40 TDP1 CPT	DT40 TDP1 no CPT	TDP1 inh
CC(C)(OC(=O)c1ccc(C(F)(F)F)cc1)c1cc2ccccc2c(=O)o1	-4%	-18%	-7%
CC(C)CNS(=O)(=O)c1ccc(CCC(=O)O)cc1	2%	2%	5%
O=C(CN(c1ccccc1Cl)S(=O)(=O)c1ccccc1)N/N=C/c1ccccc1C(=O)O	12%	-3%	-8%
Cc1nc(SCC(=O)N2CCC(Cc3ccccc3)CC2)[nH]c(=O)c1C	16µM*	23µM*	3%[0.505 µM]
O=C(CCSCc1ccccc1F)NCc1ccc(F)cc1	7%	16%	·
CC(C)=CCC/C(C)=C/C(N)=O	28%	-22%	3%
CSc1ncccc1C(=O)OCc1ccccc1Cl	1%	10%	-11%
Cc1ccc(S(=O)(=O)NCc2nc3ccccc3[nH]2)cc1	-27%	-28%	5%
O=C(O)C1CSC2c3ccccc3C(=O)N12 (configuration not stated)	-8%	-1%	-7%
COc1ccc(NC(=O)CCn2nc(-c3ccccc3OC)c3c(C)cc(C)nc32)cc1	?	21µM*	5%
Cc1sc2c(c1C)C(=O)/C(=C\Nc1ccccn1)S(=O)(=O)N2C	15%	-13%	5%
COc1ccc(CN2C(=O)C(Cc3ccccc3)Nc3ncnc(N4CCCCC4)c32)cc1 (configuration not stated)	?	?	·
O=C(Nc1ccc2c(c1)OCCO2)C1CCN(c2ncccn2)CC1	5%	-24%	1%
COc1ccccc1/C=C\C=N\NC(=O)CCn1nnc2ccccc21	-22%	-12%	-3%
O=C(NCCN1CCc2ccccc2C1)C1CCN(S(=O)(=O)N2CCCCC2)CC1	-26%	-16%	8%
COc1ccc(C2NC(=S)N(c3ccccc3)C(C)=C2C(=O)Nc2ccccc2)cc1 (configuration not stated)	-14%	-15%	9%
COc1ccc(C(=O)N2CCC3(CCCN(C(=O)Nc4cccc(C#N)c4)C3)CC2)cc1	-11%	?	·
CC1(C(=O)Nc2ccc(S(=O)(=O)Nc3ncccn3)cc2)CCCC1	9%	-17%	3%
CC(C)c1ccc(NC(=O)C2C3C=CC(CC3)C2C(=O)O)cc1 (configuration not stated)	-2%	?	·
O=C(NCCCCCCNC(=O)C1CCCC1)C1CCCC1	?	-2%	-8%
O=c1c2ccccc2nc2n1CCC2O (configuration not stated)	0%	0%	-1%
CCC(C)NC(=O)CN1C(=O)c2cccnc2Sc2ccccc21 (configuration not stated)	?	6%	3%
O=C(C(Cc1ccccc1)n1cccc1)N1CCN(c2cccc(Cl)c2)CC1 (configuration not stated)	?	?	4%
Cc1ccc2oc(=O)c3cnn(CC(=O)NCCCOC(C)C)c3c2c1	?	?	2%
CCOc1ccc2nc(NC(=O)C3CCCN(S(=O)(=O)c4cccc5nonc45)C3)sc2c1 (configuration not stated)	?	16µM*	5%

Additional compounds follow:
SMILES	DT40 TDP1 CPT	DT40 TDP1 no CPT	TDP1 inh
Nc1sc(-c2ccccc2)n[n+]1Cc1cccc2cccnc12	?	23µM*	2%
CC(=O)Nc1ccc(S(=O)(=O)N2CCN(S(=O)(=O)N3CCCCC3)CC2)cc1	-12%	-20%	5%
CCCCc1ccc(CC(=O)NO)cc1	-19%	?	·
CCOc1ccc(C(=O)Nc2nnc(SCc3cc(=O)n4ccccc4n3)s2)cc1	2%	-4%	3%
Nc1nonc1C(=O)NCCNC(=O)c1cccc(Cl)c1	1%	-18%	7%
CC(C)c1nc2cccnc2n1C1CCN(C(=O)Cn2cccn2)CC1	-7%[9.04 µM]	-1%	·
Cc1cc(OC(C)C(=O)NNC(=O)Nc2ccc(F)cc2F)cc(C)c1Cl (configuration not stated)	-28%	3%	2%
CC(=O)Oc1ccc(-c2nc3c(C)cccc3c(=O)o2)cc1	-4%	-8%	·
COc1ccc(NC(=O)Cn2cnc3ccc(S(=O)(=O)N4CCC(C)CC4)cc3c2=O)cc1OC	26µM*	?	2%
COc1ccc(-c2nnc(SCc3c(C)noc3C)n2N)cc1OC	-14%	-7%	2%
COc1ccc(OCCCC(=O)OC(C)C(=O)Nc2ccc(NC(C)=O)cc2)cc1 (configuration not stated)	4%	0%	5%
NC(=O)COC(=O)/C=C/c1ccc(S(=O)(=O)N2CCCCCC2)cc1	-11%	-20%	5%
COc1ccc(OC)c(NC(=O)CCCc2nnc3n(C(C)C)c(=O)c4sccc4n23)c1	-17%	?	3%
COc1ccc(CN2C(=NC(=O)c3ccccc3)SC3CS(=O)(=O)CC32)cc1OC (configuration not stated)	0%	4%	3%
O=C(COC(=O)c1cccnc1Cl)c1ccc(OC(F)F)cc1	9%	-14%	0%
CCOC(=O)c1ccc(CN(Cc2ccc(Cl)cc2Cl)S(=O)(=O)c2ccc(F)c(C)c2)cc1	?	?	5%
CCC1C(=O)CC(c2ccccc2)NC1c1ccccc1 (configuration not stated)	-1%	-35%	0%
CC(C)CC1NC(=O)c2cc3ccccc3cc2-n2c1nc1cc(Cl)ccc1c2=O (configuration not stated)	?	18µM*	·
Cc1cc(OCC(=O)NCCCN2CCOCC2)c2c(C)c(C)c(=O)oc2c1	-11%	-9%	1%
Cc1ccc(S(=O)(=O)C2(C(=O)Nc3ccc(C)c(Cl)c3)CC2)cc1	-22%	?	-5%
N/C(=N\N=C\c1ccc(O)cc1)c1nonc1N	-30%	-26%	7%
O=C(N/N=C/c1ccc(Cl)c([N+](=O)[O-])c1)C1CC1	-24%	-2%	-3%
CCOc1ccc(C(=O)NCC(=O)OCCN2C(=O)c3ccccc3C2=O)cc1OCC	-11%	3%	1%
Cc1ncc2c(c1O)COP(=O)(O)OC2	2%	-17%	4%[56.1 µM]
CC(=O)CC(C)(C)Nc1nc2cc([N+](=O)[O-])ccc2o1	4%	-6%	·

Later entries.
SMILES	DT40 TDP1 CPT	DT40 TDP1 no CPT	TDP1 inh
CN(C)Cc1csc(NC(=O)Nc2cccc(C(F)(F)F)c2)n1	15µM*	18µM*	·
CC(C)(C)NC(=O)C[C@H]1C[C@H](C(=O)N2CCCCC2)[C@@]2(CCc3ccccc3)c3[nH]c4cc(-c5ccco5)ccc4c3CCN2C1=O	18µM*	23µM*	3%[56.1 µM]
Fc1ccc(-c2nnc(-c3ccc(F)cc3)o2)cc1	-11%	6%	·
Cc1nc(NS(=O)(=O)c2ccc(Cl)s2)c2c3c(sc2n1)CCCC3	?	?	1%
Cc1cccc(-n2ncc3c2CCCC3NC(=O)Cn2cccn2)c1C (configuration not stated)	?	-29%	6%
COC(=O)COc1ccc(C(=O)Cn2c(NCCCO)nc3ccccc32)cc1	-4%	-7%	·
O=C(C1CCCCC1)N1CCN=C1SCc1cccc([N+](=O)[O-])c1	?	?	6%
COc1cccc(CNc2nc(NCC3CC3)nc3ccsc23)c1	16µM*	2.1µM*	·
COc1cccc(CN(C)C(=O)c2ccc(NS(=O)(=O)c3ccc(F)cc3)cc2)c1OC	?	?	4%
CC1=C(C(=O)Nc2ccccc2)C(c2ccc(C)cc2)N=C(Nc2nc3ccccc3o2)N1 (configuration not stated)	18µM*	?	4%
Clc1ccc2nc(CN3CCCCCC3)cn2c1	4%	-15%	-6%
CC(Nc1nc(-c2ccncc2)nc2ccccc12)c1ccccc1 (configuration not stated)	18µM*	18µM*	·
c1ccc(C(c2c[nH]c3ccccc23)c2c[nH]c3ccccc23)nc1	-17%	?	8%
CC1(C)N=C(SCC(=O)Nc2ccc(Cl)cc2)C(c2ccc(Cl)cc2)=N1	?	18µM*	6%
O=C(O)C1CCCCC1C(=O)Nc1nc(-c2ccc(Cl)s2)cs1 (configuration not stated)	-8%	-5%	2%
Cc1cc(Nc2ccc(Cl)cc2)n2cnnc2n1	2%	-21%	5%
CCN1CCN(S(=O)(=O)c2ccc3c(c2)OCCO3)CC1	-28%	-1%	4%
Cc1cc(C)cc(Cn2c(C)c(C(=O)N(C)Cc3ccc(F)cc3)sc2=O)c1	?	?	·
O=C(O)c1ccc2c(c1)C(=O)N(Cc1ccc3c(c1)OCO3)C2=O	3%	6%	-8%
CSc1cccc(NC(=O)C(=O)NCc2ccccc2)c1	-2%	-8%	4%
CCn1c(SCC(=O)c2ccc(C)cc2)nnc1-c1ccoc1C	?	-23%	9%
Cc1oc(-c2ccccc2)nc1C(=O)OCC(=O)NCc1ccc(Cl)cc1	-22%	-7%	-4%
O=C(/C=C/c1ccco1)Nc1ccc2c(c1)OCCO2	-16%	-17%	0%
O=C(Nc1ccc(OC(F)(F)F)cc1)NC1COc2ccccc2C1 (configuration not stated)	-23%	-23%	3%
C(=C\c1ccc2ccccc2n1)/c1ccccc1	?	?	-10%
COc1cccc(C2(CSc3nnc(-c4cc(OC)c(OC)c(OC)c4)o3)OCCO2)c1	?	?	-1%

No enrichment for hits; about 18% have a hit in one of these screens.
